# AID2073: disruptors of CaV2.2 binding to Mint1 – biochemical, HTRF (AID 2073); 290,000 compounds, 0.19% hits; inhibition, % at 20 µM, or IC50 in µM where a hit was titrated; HTRF protein-protein interaction, Mint1-CaV2.2; higher % means a stronger effect; in the data active means inhibition mostly above about 51%, no sharp cut-off; further: some results filed as inactive read as strong as hits
# HEK293 NOD2/NF-kB: NOD2 signaling inhibitors, cell-based, luminescence, uHTS, HEK293 (AID 1566); HEK293 NOD2/NF-kB luciferase reporter, luminescence; higher % means a stronger effect; 290,000 compounds, 0.63% hits; one-dose inhibition, % at 4 µM; EC50 in µM for titrated hits; further: many of its hits are not listed in these tables
# Myeloid diff 2: compounds promoting myeloid differentiation | 360,000 compounds, 1% hits | ER-HoxA9 myeloid progenitors, lysozyme-GFP differentiation, flow cytometry | calls only at 10 µM | AID 624256;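 active means normalized GFP-positive differentiation at or above the plate's own cutoff, the solvent-only control mean plus 3 SD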;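 further: cells exposed to compound for four days before flow analysis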
# XIAP antagonists: XIAP antagonists, biochemical, IAP family, fluorescence polarization (AID 1018); 200,000 compounds, 0.007% hits; XIAP BIR domain, fluorescence polarization peptide displacement; higher % means a stronger effect; displacement, % at 20 µM; hits with a dose series show IC50 in µM; in the data active means displacement above about 50%; further: a part of the inactive calls stands beside numbers as strong as those of hits
# Lipid droplet: modulators of hepatic lipid droplet formation; AML12 mouse hepatocytes, oleate lipid droplets, BODIPY imaging; inhibition, % at 6.5 µM; 240,000 compounds, 0.4% hits; AID 1656;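 active means lipid droplet intensity inhibited by at least 50%, with more than 500 cells counted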
#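 System: AML12 hepatocytes (mouse). Probe or stimulus: oleic acid at 100 µM to induce lipid droplet formation. Times: overnight treatment with compound plus oleate. Detection: Image-based BODIPY and DAPI two-channel analysis. Evaluation: percent inhibition of filter-corrected integrated lipid droplet intensity per well.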
# Siah-1 displacement: Siah-1 peptide-binding antagonists, primary screen, biochemical, fluorescence polarization, rhodamine-plectin, uHTS (AID 1817). 290,000 compounds, 0.02% hits. Siah-1 / rhodamine-plectin peptide fluorescence polarization; higher % means a stronger effect. displacement, % at 20 µM, or IC50 in µM where a hit was titrated;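 active means displacement of at least 50% at 20 µM, with a fluorescence ratio check between 0.3 and a set limit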;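 further: plate controls were Siah plus tracer with DMSO for no effect and tracer alone without Siah for full effect; strong numbers were not always called active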
# LYP inhibition: inhibitors of LYP phosphatase, biochemical, fluorescence intensity, uHTS (AID 1779); 290,000 compounds, 0.054% hits; inhibition, % at 11.5 µM; hits with a dose series show IC50 in µM; recombinant LYP phosphatase, fluorescence intensity; higher % means a stronger effect;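 further: plate controls were vehicle with enzyme for no effect and no enzyme for full effect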
# HIV fusion peptide: inhibitors of HIV fusion peptide binding, primary screen, biochemical, uHTS, fluorescence dequenching (AID 1986) | cell-free peptide binding, fluorescence dequenching, 30 min; higher % means a stronger effect | 290,000 compounds, 0.3% hits | inhibition, % at 20 µM, or IC50 in µM where a hit was titrated; in the data active means inhibition mostly above about 52%, no sharp cut-off; inactive means mostly below about 76%; further: some results filed as inactive read as strong as hits
# NS5 inhibitors: flavivirus cap methylation enzyme inhibition – biochemical, confirmation dose response, primary screen (AID 588689) | Dengue-2 NS5 methyltransferase capping enzyme assay, biochemical; higher % means a stronger effect | inhibition, % at 25 µM, or IC50 in µM where a hit was titrated | 340,000 compounds, 0.3% hits; in the data active means a potency from the dose series
# Lipid droplet cells 6.5 µM: recorded beside Lipid droplet, whose call it bears; cell count; measured here: cell count, cytotoxicity flag;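 cells counted across two imaged fields per well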
# Myeloid diff 2 GFP+ MAC1+ %: also measured in Myeloid diff 2; calls as there; GFP+ MAC1+ double positive, %; measured here: differentiation confirmed by MAC1 staining
# An asterisk follows results filed as active; i = inactive; nt = not tested or not shown. Unless noted, no stated cut-off is given here; in the data, active means inhibition above about 50%; inactive means the rest. Only part of the results is shown; rates above refer to the full screens.
SMILES,AID2073,HEK293 NOD2/NF-kB,Myeloid diff 2,Myeloid diff 2 GFP+ MAC1+ %,XIAP antagonists,Lipid droplet,Lipid droplet cells 6.5 µM,Siah-1 displacement,LYP inhibition,HIV fusion peptide,NS5 inhibitors
CCN1CCc2c(sc(NC(=O)C3CCCCC3)c2C(=O)OC)C1,3.2%,11.0%,i,1.6,nt,-0.4,700,2.8%,-0.9%,-0.9%,2.1%
COc1ccc2c(c1)C(C1C(=O)CCCC1=O)c1ccccc1O2 (configuration not stated),-0.4%,14.5%,i,0.7,-2.5%,nt,nt,-0.1%,-2.0%,3.1%,0.6%
COc1cnn(-c2cc(Oc3ccc(C)cc3)ncn2)c(=O)c1Cl,-4.3%,4.7%,i,0.6,-7.0%,11.5,776,-3.8%,-6.3%,-1.7%,0.0%
Cc1ccc(Oc2ccc(N)cc2)cc1,-12.0%,9.3%,i,1.2,-1.7%,nt,nt,0.8%,-6.8%,0.4%,-5.6%
CCn1c(COc2ccccc2)nnc1SCC(=O)Nc1cc(C)ccc1OC,-7.3%,8.2%,i,7.4,-3.4%,11.9,701,4.9%,-7.1%,0.5%,0.8%
CCOC(=O)N1CCN(c2c(N3CC=C(c4ccccc4)CC3)c(=O)c2=O)CC1,0.2%,9.1%,i,1.7,1.6%,nt,nt,-7.4%,-2.2%,-2.0%,-2.8%
CC(=O)Nc1ccccc1NC(=O)C/C(C)=N/NC(=O)c1ccccn1,8.8%,2.1%,i,0.9,-8.1%,-0.2,538,-3.1%,-15.9%,0.4%,-4.6%
COC(=O)CSc1[nH]c2cc(C)ccc2c1[N+](=O)[O-],0.3%,15.7%,i,0.4,0.4%,0.4,671,3.4%,0.2%,-0.3%,-6.0%
CC(=O)c1sc(NC(=O)CCOc2ccccc2)nc1C,8.5%,-60.4%,i,0.5,-1.1%,20.0,688,5.0%,-1.2%,-1.8%,-7.1%
Cc1ccc2nc3c(cc(C#N)c(=O)n3CC3CCCO3)c(=O)n2c1 (configuration not stated),15.9%,4.2%,nt,nt,-5.0%,nt,nt,4.2%,-39.1%,0.3%,nt
CC(C)C(=O)Nc1ccc(C(=O)NNC(=O)c2cccs2)cc1,2.3%,-13.1%,i,0.6,-0.8%,-7.7,615,-5.7%,-8.3%,0.1%,2.6%
CCOC(=O)c1ccc(NC(=O)Nc2c(C)nn(C)c2C)cc1,7.2%,0.0%,i,5.1,-0.5%,-0.3,668,-1.4%,-3.4%,-0.6%,0.0%
Cc1ccn2c(CNCC3OCCc4ccccc43)c(C(=O)N3CCCCCC3)nc2c1 (configuration not stated),-6.8%,-3.0%,i,0.2,-11.2%,-1.7,741,13.5%,-5.6%,2.7%,-13.6%
Cc1ccc(Cl)cc1NC(=O)COC(=O)C1CCCCC1,4.8%,-0.7%,i,2.5,-1.0%,15.8,734,2.0%,-5.3%,-1.4%,5.5%
Nc1nc(Sc2ccc([N+](=O)[O-])cc2[N+](=O)[O-])n[nH]1,-12.4%,22.6%,i,0.6,nt,-5.3,675,-4.1%,-2.7%,-2.4%,-4.7%
O=C(Nc1ccc2nccnc2c1)Nc1ccccc1Cl,21.7%,-55.9%,i,0.2,nt,2.4,698,26.2%,-6.3%,-2.8%,3.3%
CCN1CCN(C(=S)Nc2cc(S(=O)(=O)N(CC)CC)ccc2C)CC1,-21.6%,18.1%,i,0.1,-2.7%,-19.7,681,3.8%,-2.4%,-1.1%,0.8%
O=C(C1CCCN(S(=O)(=O)c2cccc3nsnc23)C1)N1CCc2ccccc2C1 (configuration not stated),6.0%,7.6%,i,0.9,-7.6%,nt,nt,0.0%,3.3%,1.9%,2.4%
COc1cccc(OC)c1C(=O)NNC(=O)c1ccc(F)cc1,40.3%,2.1%,i,0.7,-5.1%,-3.3,712,0.8%,-10.3%,2.3%,-2.9%
COc1ccc(CCNC(=O)c2cnn3cccnc23)cc1OC,32.3%,7.7%,i,8.7,-6.1%,-4.9,637,6.7%,0.3%,-0.9%,3.2%

# Rewritten as labelled records: entries from further up
COc1ccc(CCNC(=O)c2cnn3cccnc23)cc1OC
  AID2073: 32.3% | HEK293 NOD2/NF-kB: 7.7% | Myeloid diff 2: i | Myeloid diff 2 GFP+ MAC1+ %: 8.7 | XIAP antagonists: -6.1% | Lipid droplet: -4.9 | Lipid droplet cells 6.5 µM: 637 | Siah-1 displacement: 6.7% | LYP inhibition: 0.3% | HIV fusion peptide: -0.9% | NS5 inhibitors: 3.2%
Cc1ccn2c(CNCC3OCCc4ccccc43)c(C(=O)N3CCCCCC3)nc2c1 (configuration not stated)
  AID2073: -6.8% | HEK293 NOD2/NF-kB: -3.0% | Myeloid diff 2: i | Myeloid diff 2 GFP+ MAC1+ %: 0.2 | XIAP antagonists: -11.2% | Lipid droplet: -1.7 | Lipid droplet cells 6.5 µM: 741 | Siah-1 displacement: 13.5% | LYP inhibition: -5.6% | HIV fusion peptide: 2.7% | NS5 inhibitors: -13.6%

# (cont.)
SMILES,AID2073,HEK293 NOD2/NF-kB,Myeloid diff 2,Myeloid diff 2 GFP+ MAC1+ %,XIAP antagonists,Lipid droplet,Lipid droplet cells 6.5 µM,Siah-1 displacement,LYP inhibition,HIV fusion peptide,NS5 inhibitors
CCn1ncc(/C=N\NC(=O)Cc2ccc([N+](=O)[O-])cc2)c1C,4.0%,-0.4%,i,0.9,-6.9%,-10.9,686,2.2%,4.6%,0.0%,-5.3%
Cc1ccc(CNC(=O)c2nnc(Cc3ccc(Cl)cc3)o2)cc1,13.5%,12.7%,i,0.9,nt,19.9,736,4.4%,-1.8%,-1.9%,-6.3%
CCOC(=O)c1sc(NC(=S)NC(=O)c2ccc(OC)cc2)nc1C,54.1%,35.3%,i,0.5,nt,-1.9,814,0.4%,-4.7%,-1.6%,0.8%
O=C1CCCCCN1Cc1nnc(SCc2nc3ccccc3s2)n1-c1ccccn1,-5.9%,-32.3%,i,0.7,0.5%,nt,nt,-6.2%,-7.7%,-0.9%,-1.6%
CC(C)CCNC(=O)C1c2ccccc2Oc2ccccc21,-0.3%,-13.4%,i,0.6,nt,-0.6,813,-0.4%,-3.8%,1.8%,-10.4%
O=C(c1cccnc1)N1N=C(C2CC2)CC1(O)C(F)(F)F (configuration not stated),-12.2%,-5.9%,i,0.8,2.7%,-0.5,681,2.9%,-4.2%,-1.0%,-5.4%
OC12CCCCC1C(c1ccc3c(c1)OCO3)N(Cc1ccccc1F)CC2 (configuration not stated),-0.8%,-17.3%,i,1.4,-0.6%,nt,nt,5.9%,-0.3%,-0.5%,3.2%
Cc1noc(C)c1COC(=O)c1cc2ccccc2cc1O,3.9%,7.5%,i,1.2,4.7%,5.2,757,4.7%,-0.8%,-3.4%,-1.4%
O=C(CN1CCN(c2ccc(F)cc2)CC1)c1cccs1,5.2%,3.7%,i,0.5,-5.9%,2.8,694,0.3%,-10.6%,0.4%,-4.0%
Cc1ccc(NCC(=O)N/N=C\c2ccc([N+](=O)[O-])o2)cc1,-11.5%,nt,i,9.5,2.0%,nt,nt,-0.1%,-0.1%,0.9%,0.0%
CCN1CCN(c2nc3c(c(=O)[nH]c(=O)n3C)n2CCSc2nc3ccccc3s2)CC1,-2.0%,10.9%,i,3.8,-7.7%,nt,nt,-2.2%,-5.5%,-0.5%,-8.3%
COc1ccc(CNC(=O)c2ccc(N3CCCC3=O)cc2)cc1,-5.1%,15.2%,i,14.8,-6.0%,nt,nt,2.1%,-7.6%,1.9%,1.6%
CCCCNC(=O)C1CCCN(S(=O)(=O)c2c(C)noc2/C=C/c2cccs2)C1 (configuration not stated),-1.5%,7.3%,i,0.6,nt,-9.8,671,6.1%,3.4%,-1.1%,-0.3%
CS(=O)(=O)c1cccc(C(=O)Nc2ccc3c(c2)OCCCO3)c1,17.2%,-31.1%,i,0.7,nt,-2.2,809,4.6%,-1.0%,-1.6%,0.8%
O=S(=O)(Nc1ccc(Cc2ccncc2)cc1)c1ccc(Br)cc1,14.3%,14.7%,i,5.7,-3.5%,nt,nt,1.6%,-0.7%,-2.1%,-6.4%
CCn1cc(C(=O)N[C@H](C(=O)NCCN2CCOCC2)C(C)C)c(=O)c2cc3c(cc21)OCO3,8.2%,17.5%,i,7.3,nt,-0.8,645,1.7%,-9.0%,-0.9%,-4.4%
Cc1csc(=NC(=O)c2ccccc2)n1Cc1ccco1,25.0%,8.5%,i,3.1,-4.4%,nt,nt,1.1%,-3.5%,-3.6%,-2.8%
COc1ccc(NC(=O)CSc2nc(C)cs2)cc1OC,34.8%,-3.9%,i,0.7,-3.4%,nt,nt,-5.2%,-6.8%,-0.4%,3.4%
CNc1oc(-c2ccc(Cl)cc2)nc1P(=O)(c1ccccc1)c1ccccc1,-1.8%,16.8%,i,0.6,-2.5%,nt,nt,-1.3%,3.8%,1.5%,-3.3%
O=C(CCc1ccncc1)NC1CCCc2c1cnn2-c1ccc(F)cc1F (configuration not stated),42.2%,40.4%,i,0.9,nt,-14.1,725,11.4%,-13.4%,1.1%,-7.1%
CCn1nc(C)c(/C=N/NC(=O)Cc2ccc(Cl)cc2)c1C,4.7%,-15.9%,i,1.2,-1.5%,1.3,638,0.2%,-2.0%,0.2%,-6.5%
COc1cc2c(c3oc(=O)cc(CC(=O)O)c13)CCC(C)(C)O2,20.2%,6.7%,i,1.0,nt,-3.3,802,-3.8%,-1.8%,-1.3%,-6.1%
O=C(CSc1nnc(NC(=O)c2ccco2)s1)Nc1ccccc1,1.8%,-26.7%,i,0.5,-4.3%,1.9,685,-1.7%,-2.1%,1.3%,-0.8%
Cc1[nH]n(-c2ccccc2)c(=O)c1/C=C1/C=c2ccccc2=N1,-0.4%,1.5%,i,0.2,-3.9%,23.4,680,-0.8%,1.7%,-2.5%,0.0%
C[N+]1(C2CCC3CCCC2C3O)CCCCC1 (configuration not stated),-14.9%,2.3%,i,0.7,-7.7%,-0.2,590,-1.9%,-9.3%,-0.8%,21.6%

# In the list so far, 6 have a Cl atom:
SMILES,AID2073,HEK293 NOD2/NF-kB,Myeloid diff 2,Myeloid diff 2 GFP+ MAC1+ %,XIAP antagonists,Lipid droplet,Lipid droplet cells 6.5 µM,Siah-1 displacement,LYP inhibition,HIV fusion peptide,NS5 inhibitors
COc1cnn(-c2cc(Oc3ccc(C)cc3)ncn2)c(=O)c1Cl,-4.3%,4.7%,i,0.6,-7.0%,11.5,776,-3.8%,-6.3%,-1.7%,0.0%
Cc1ccc(Cl)cc1NC(=O)COC(=O)C1CCCCC1,4.8%,-0.7%,i,2.5,-1.0%,15.8,734,2.0%,-5.3%,-1.4%,5.5%
O=C(Nc1ccc2nccnc2c1)Nc1ccccc1Cl,21.7%,-55.9%,i,0.2,nt,2.4,698,26.2%,-6.3%,-2.8%,3.3%
Cc1ccc(CNC(=O)c2nnc(Cc3ccc(Cl)cc3)o2)cc1,13.5%,12.7%,i,0.9,nt,19.9,736,4.4%,-1.8%,-1.9%,-6.3%
CNc1oc(-c2ccc(Cl)cc2)nc1P(=O)(c1ccccc1)c1ccccc1,-1.8%,16.8%,i,0.6,-2.5%,nt,nt,-1.3%,3.8%,1.5%,-3.3%
CCn1nc(C)c(/C=N/NC(=O)Cc2ccc(Cl)cc2)c1C,4.7%,-15.9%,i,1.2,-1.5%,1.3,638,0.2%,-2.0%,0.2%,-6.5%

# Assay outcomes deposited in PubChem BioAssay by several laboratories.
